Screening data: PubChem BioAssay, several laboratories
PABP1 MLLE inh: inhibitors of microRNA-mediated deadenylation, human PABP1 MLLE binding. P11940. GST-MLLE / FITC-PAM2 fluorescence polarization. inhibition, % at 20 µM. hit rate 0.36% among 360,000; in the data active = inhibition above about 35%, passing the limit was not always enough;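 also: plate controls were DMSO wells with GST-MLLE for no effect and wells lacking GST-MLLE protein for full effect; some results filed as inactive read as strong as hits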
MT1-MMP act inh: blocks activation of human MT1-MMP. P50281. HT1080 RFP-PRO-GFP cells, GFP/RFP ratio fluorescence, overnight; percent of plate control window, DMSO zero. GFP/RFP ratio change, % at 20 µM. hit rate 0.061% among 360,000. AID 651647;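 active = GFP/RFP ratio change of at least 30% with cell ATP level not reduced by more than half and red fluorescence within 50% of control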; also: strong numbers were not always called active
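Assay system – RFP-PRO-GFP reporter HT1080 cells · Compound dosing – single dose of 20 µM compound, 1% DMSO final · Incubation – overnight compound exposure at 37 °C · Measure – GFP/RFP fluorescence ratio · Benchmarks – DMSO wells and RFP-L50D-GFP cells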
E coli Lon inh: E. coli protease La inhibition | AID 602123 | hit rate 0.42% among 360,000 | purified E. coli Lon protease, fluorescence polarization | inhibition, % at 7.94 µM; in the data active = inhibition above about 13%, passing the limit was not always enough;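 also: 0% = enzyme with probe and DMSO and 100% = no enzyme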
Target sequence (P0A9M0 whole entry, looked up): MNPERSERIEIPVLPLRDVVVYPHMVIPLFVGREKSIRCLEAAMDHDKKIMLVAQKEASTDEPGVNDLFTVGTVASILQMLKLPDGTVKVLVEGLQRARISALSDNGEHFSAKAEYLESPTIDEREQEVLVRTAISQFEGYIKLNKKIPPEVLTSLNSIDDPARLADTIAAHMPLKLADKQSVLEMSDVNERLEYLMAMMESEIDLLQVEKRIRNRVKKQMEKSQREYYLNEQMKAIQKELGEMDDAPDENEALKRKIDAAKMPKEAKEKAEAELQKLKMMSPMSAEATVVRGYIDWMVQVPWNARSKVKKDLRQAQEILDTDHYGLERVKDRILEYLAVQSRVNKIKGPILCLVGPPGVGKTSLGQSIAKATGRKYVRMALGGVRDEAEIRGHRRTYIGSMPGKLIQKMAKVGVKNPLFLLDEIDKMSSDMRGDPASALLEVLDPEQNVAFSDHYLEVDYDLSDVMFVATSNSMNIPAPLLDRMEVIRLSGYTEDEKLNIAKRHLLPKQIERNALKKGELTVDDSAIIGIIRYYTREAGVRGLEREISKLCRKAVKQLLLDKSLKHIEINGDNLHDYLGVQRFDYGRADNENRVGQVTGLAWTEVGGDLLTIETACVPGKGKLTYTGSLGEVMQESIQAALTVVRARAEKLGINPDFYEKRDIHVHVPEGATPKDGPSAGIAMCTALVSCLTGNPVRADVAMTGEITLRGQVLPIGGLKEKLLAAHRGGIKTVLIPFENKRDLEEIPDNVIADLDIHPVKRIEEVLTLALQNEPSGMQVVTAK
MsrA inh: bovine MsrA inhibition. hit rate 0.75% among 360,000. purified bovine MsrA, absorbance read-out. AID 651718. inhibition, % at 15.5 µM; in the data active = inhibition above about 4.5%;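 also: 0% = vehicle wells with enzyme and 100% = reference inhibitor wells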
FAS-TE inh: inhibitors of human fatty acid synthase thioesterase domain; recombinant FAS-TE, OMFH fluorogenic substrate, fluorescence endpoint; hit rate 0.67% among 360,000; P49327; inhibition, % at 15 µM; AID 602261;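 active = compounds whose normalised, plate-corrected inhibition of enzyme fluorescence in the single-dose primary screen is 50% or more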;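 also: 0% = DMSO with enzyme and 100% = substrate without enzyme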
Tb MetRS inh: Trypanosoma brucei MetRS inhibition; hit rate 0.4% among 360,000; purified T. brucei MetRS, ATP depletion, Kinase-Glo luminescence; inhibition, % at 11.9 µM;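 active = inhibition above a per-plate cutoff of the control wells' mean inhibition plus 3 SD, cut at about 5.5% in these data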;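 also: 0% = DMSO wells median and 100% = median of wells with control inhibitor compound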
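Test system – parasite MetRS enzyme · Reagent – substrates ATP, L-methionine and bulk Escherichia coli tRNA · Doses – 11.9 µM compound single dose, 0.9% DMSO · Times – 15 min enzyme-compound preincubation, 2 h reaction, 10 min detection, 25 °C · Signal – Kinase-Glo luminescence, ATP depletion format · Controls – DMSO-only wells as low control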
CendR NRP1 mod: alters CendR peptide binding to human NRP-1. O14786. FAM-RPARPAR peptide binding to NRP-1, fluorescence polarization. inhibition, % at 25 µM. hit rate 0.85% among 360,000;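 active = inhibition or corrected inhibition above about 18%, plus a signal ratio from 0.5 to 1.5, limit read from the data, passing the limit was not always enough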; also: strong numbers were not always called active
MsrA act: activators of bovine methionine sulfoxide reductase A; purified bovine MsrA, absorbance read-out; activation, % at 10.6 µM; hit rate 0.3% among 360,000; in the data active = activation above about 7.5%;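 also: 0% = vehicle and 100% = reference activator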
SKN-1 inh: blocks SKN-1 activity in C. elegans; C. elegans VP596 Pgst-4::GFP/RFP ratio, acrylamide-induced, 24 h; inhibition, % at 21.8 µM; hit rate 0.49% among 360,000; AID 624304;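 active = interference check ratio from 0.5 to 1.5 plus GFP to RFP signal ratio inhibition reaching or exceeding a fixed threshold, cut at about 30% in these data, passing the limit was not always enough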; also: some compounds called inactive have numbers as strong as hits
* hit, by the source's call; nt = no result given; & = joins results of further samples.

| SMILES | PABP1 MLLE inh | MT1-MMP act inh | E coli Lon inh | MsrA inh | FAS-TE inh | Tb MetRS inh | CendR NRP1 mod | MsrA act | SKN-1 inh |
| --- | --- | --- | --- | --- | --- | --- | --- | --- | --- |
| N#CCCn1c(Cl)nc2ccccc21 | 5 | -6 | -5 | -0.3 | -6 | -0.6 | 9 | -1 | 8 |
| CCOc1ccc2[nH]c(C)c(CN3CCCCC3)c(=O)c2c1 | 10 | 3 | -4 | 2.8 | -14 | -0.9 | -7 | -9 | -10 |
| Cn1cnc([N+](=O)[O-])c1Sc1nc2ccccc2[nH]1 | 3 | 6 | 4 | 0.5 | -2 | -0.2 | 6 | -2 | 7 |
| Cc1ccc(S(=O)(=O)N2CCN(C(=O)COC(=O)c3cncc(Br)c3)CC2)c(C)c1 | -5 | 3 | 6 | -0.9 | 7 | 0.2 | -9 | -1 | -18 |
| COc1ccccc1NC(=O)CCC(=O)OCc1cccc([N+](=O)[O-])c1 | 2 | -1 | -6 | -0.3 | -4 | -0.4 | 13 | -3 | 7 |
| O=C(C(Cc1ccccc1)n1cccc1)N1CCN(c2ccccc2)CC1 (stereo not drawn) | -18 | -4 | -1 | -0.8 | 14 | -0.8 | 8 | 0 | -6 |
| Cc1ccc(Cn2c(N/N=C/c3ccncc3)nc3c2c(=O)n(C)c(=O)n3C)cc1 | -1 | 3 | 2 | 2.9 | -1 | 0.5 | 6 | -5 | 49 |
| O=C(Cn1cnc2cc([N+](=O)[O-])ccc2c1=O)Nc1ccccc1Cl | -6 | 3 | -2 | 0.6 | 6 | -0.6 | 10 | -14 | -3 |
| COc1ccccc1C(=O)NCCC(=O)N1CCN(c2ccc(C(F)(F)F)cn2)CC1 | 10 | 2 | -9 | -0.1 | -1 | -0.5 | -5 | -1 | -3 |
| O=C(Cc1ccccc1)NN=C1CCCC1 | -14 | 3 | -1 | 0.9 | -8 | 0.3 | -5 | 3 | -14 |
| Cc1ccc(S(=O)(=O)N2CCCCC2CCNC(=O)C(=O)NCc2ccccc2C)cc1 (stereo not drawn) | -1 | -9 | -7 | 0.1 | 19 | -0.4 | 7 | -1 | 9 |
| O=C(COC(=O)c1ccccc1C(=O)c1ccccc1)c1ccco1 | 0 | -2 | 8 | 1.4 | 0 | 0.6 | 12 | 1 | 1 |
| CCOC(=O)C1Nc2c(F)cc(C)cc2C2c3ccccc3CC12 (stereo not drawn) | -6 | -6 | -2 | -0.3 | 23 | -0.1 | 3 | 1 | 4 |
| O=Cc1ccc(C(=O)OCC(=O)NC(=O)Nc2ccccc2F)cc1 | 23 | -3 | -8 | nt | 3 | 0.3 | -2 | -3 | -15 |
| O=C(NCC1CCCO1)c1cccc(S(=O)(=O)Nc2ccc(F)cc2)c1 (stereo not drawn) | 3 | 1 | -10 | -1.1 | -3 | -0.3 | 17 | -1 | 13 |
| Cc1cc(S(=O)(=O)N2CCOCC2)ccc1OCC(=O)NCC1CCCO1 (stereo not drawn) | -16 | 0 | 2 | 0.1 | -4 | -0.8 | -6 | -3 | -9 |
| COc1ccc(N2C(=O)CCC2=O)c(OC)c1 | 6 | -1 | 8 | 1.3 | -3 | 1.6 | 6 | -5 | 1 |
| O=C(NCc1nc2ccccc2[nH]1)c1cccc(S(=O)(=O)N2CCCCC2)c1 | 0 | 2 | 4 | 0.6 | -4 | 4.8 | 9 | -4 | 2 |
| O=C(O)CN1C(=O)C2C3C=CC(C2C1=O)C1C(=O)N(CC(=O)O)C(=O)C31 (stereo not drawn) | -5 | 3 | -14 | 1.3 | -6 | -0.3 | -1 | -1 | 8 |
| CSc1ncc(Cl)c(C(=O)NCc2cccnc2)n1 | -3 | -5 | -8 | -0.7 | -6 | -0.2 | 3 | 1 | 7 |
| C/C(=N\NC(=O)c1ccc(N(C)C)cc1)c1ccc(C)cc1C | -8 | 7 | 1 | 2.6 | -6 | -0.7 | 13 | 1 | 5 |
| Cc1nc(NC(=O)COC(=O)c2ccc(S(=O)(=O)N3CCc4ccccc4C3)cc2)c(Cl)cc1Cl | 3 | 0 | 3 | -0.1 | 27 | -0.5 | -6 | -3 | -1 |
| COc1cccc(-c2c(C(=O)O)cc(O)c3ccc(OC)cc23)c1 | -3 | 3 | 1 | 1.0 | -4 | 0.1 | -15 | -1 | -7 |
| Cc1ccccc1NC(=O)c1ccc2ccccc2c1 | 4 | 1 | -3 | -0.3 | 1 | -0.9 | -4 | -7 | 18 |
| Cc1ccc(-c2noc(CCC(N)=O)n2)cc1 | 8 | -5 | -2 | -1.4 | -12 | -0.1 | -13 | -3 | 5 |
| COc1ccc2c(c1)Sc1ccccc1N2 | 0 | 6 | 9 | 0.7 | 15 | -0.4 | -9 | -2 | 2 |
| CCCCP(=O)(CCCC)CCP(=O)(c1ccccc1)c1ccccc1 | -4 | -3 | 0 | 0.5 | -6 | 0.0 | -10 | -3 | 11 |
| O=C(N/N=C/c1c(O)ccc2ccccc12)c1cccnc1 | -123 | -22 | -388 | 2.5 | 9 | -0.1 | -135 | -4 | 7 |
| COc1ccc(OC)c(S(=O)(=O)CC(=O)c2cc3ccc(OC)cc3oc2=O)c1 | -15 | -6 | 5 | nt | -3 | 0.3 | -40 | 1 | 24 |
| CS/C(=N\S(=O)(=O)c1cccs1)Nc1ccc(N2CCOCC2)cc1 | 2&-7 | 4&7 | 0&-18 | -1.0&-0.9 | -2&-3 | 0.1&-0.2 | 14&-7 | -1&-4 | 2&3 |

Quoted from the listing.
Under Tb MetRS inh, COc1ccc2c(c1)Sc1ccccc1N2 reads -0.4
Under MT1-MMP act inh, COc1ccc(OC)c(S(=O)(=O)CC(=O)c2cc3ccc(OC)cc3oc2=O)c1 reads -6

(listing goes on)
| SMILES | PABP1 MLLE inh | MT1-MMP act inh | E coli Lon inh | MsrA inh | FAS-TE inh | Tb MetRS inh | CendR NRP1 mod | MsrA act | SKN-1 inh |
| --- | --- | --- | --- | --- | --- | --- | --- | --- | --- |
| CCc1nc(SCC(=O)N2CCN(C(=O)c3ccco3)CC2)c2c3c(sc2n1)CCCC3 | -1 | 2 | -8 | -0.9 | 7 | 0.4 | 6 | -3 | -11 |
| COc1ccc(CNc2nc3nc(C)cc(C)n3n2)cc1 | 4 | 0 | -4 | 0.9 | -3 | -0.2 | 6 | -2 | -6 |
| Cc1nc2n[nH]c(N)c2c2c1COC(C)(C)C2 | -14 | -2 | -5 | -0.6 | -6 | -1.5 | 0 | -13 | -17 |
| Cc1cc(C)nc(SCC(=O)N(C)CC(=O)Nc2c(Cl)cccc2Cl)n1 | 1 | 0 | -7 | 0.1 | -5 | -0.2 | 8 | 1 | 15 |
| CCc1nonc1NC(=O)c1oc2cc(Br)ccc2c1C | -4 | -1 | 4 | 0.9 | -1 | -0.5 | 1 | -8 | 7 |
| CN(C)CCNC(=O)COc1ccc(C23CC4CC(CC(C4)C2)C3)cc1 | 13 | 6 | -5 | -0.7 | 11 | -0.5 | 9 | -2 | 5 |
| c1ccc(N2CCN(CCc3nnc4n3CCCCC4)CC2)cc1 | -1 | 6 | -2 | 0.0 | -7 | -0.7 | 7 | -5 | 4 |
| COc1cc(Nc2ccc(S(N)(=O)=O)cc2)c([N+](=O)[O-])nc1[N+](=O)[O-] | -1 | 4 | -6 | 3.4 | 3 | -1.6 | -3 | -8 | 7 |
| Cc1noc(C)c1NC(=O)N(C)C[C@H]1Oc2ccc(NC(=O)CCC(F)(F)F)cc2C(=O)N([C@H](C)CO)C[C@@H]1C | -4 | 5 | 10 | 0.5 | -2 | -0.3 | 0 | -5 | 0 |
| CCOc1ccc(Cl)cc1S(=O)(=O)NC1CCCC1 | 9 | -8 | -7 | -0.5 | 6 | -0.1 | 8 | -2 | 12 |
| COc1ccc(NC(=O)Cn2c(NCC(C)O)nc3ccccc32)cc1Cl (stereo not drawn) | 6 | -4 | -9 | -1.6 | -5 | -0.5 | -6 | -5 | 11 |
| CC(=O)c1ccccc1NC(=O)CCCNC(=O)c1ccc(Cl)cc1 | 14 | -2 | -1 | 0.2 | 0 | 0.5 | 0 | -2 | -1 |
| O=C(N/N=C/c1cccc([N+](=O)[O-])c1)c1ccc2c(c1)OCCO2 | -4 | 5 | -14 | 0.4 | 11 | -2.3 | 6 | -7 | -10 |
| O=C(COC(=O)c1cccc(S(=O)(=O)N2CCCC2)c1)Nc1ccc(Cl)cc1 | 2 | 3 | 0 | 0.3 | 18 | 0.2 | 5 | -4 | 3 |
| Cc1ccc(C)c(OCc2cc(C(=O)N3CC[C@H](O)C3)no2)c1 | -1 | 2 | -1 | -0.4 | 0 | -0.1 | -3 | -4 | 19 |
| O=C(O)Cc1cn(Cc2ccc(F)cc2)c2ccccc12 | 8 | 1 | -13 | -1.4 | -5 | -1.0 | 5 | -10 | -18 |
| CCOC(=O)c1sc(=S)n(-c2ccccc2Cl)c1SC | 39* | -1 | -1 | 1.2 | 21 | -1.8 | -9 | -7 | 5 |
| Cc1c(CCO)c(=O)n(-c2ccccc2)n1S(=O)(=O)c1c(Cl)cc(Cl)cc1Cl | -8 | -7 | -1 | 1.0 | 8 | 0.1 | 1 | 4 | 22 |
| C=CCn1c(Cc2nc3ccccc3[nH]2)n[nH]c1=S | -32 | -2 | -7 | 0.4 | -6 | 0.6 | -12 | -2 | 9 |
| CCOc1ccccc1N1CC(C(=O)N(C)Cc2cccnc2)CC1=O (stereo not drawn) | -8 | 0 | 6 | -0.6 | -6 | -0.1 | 3 | -4 | -2 |
| COC(=O)c1ccccc1NC(=O)CSc1nc(C)cc(C)n1 | 6 | -3 | -5 | 1.3 | -6 | -2.2 | 45* | -10 | 1 |
| O=[N+]([O-])c1cccc(/C=N/n2c(C3CCCCC3)n[nH]c2=S)c1 | -69 | 4 | -18 | 5.0* | -1 | 0.5 | -4 | 0 | -7 |
| CCN(CC)CCNc1c2c(c(C#N)c3nc4ccccc4n13)CCCC2 | 7 | -6 | 1 | 0.8 | 1 | -1.2 | 10 | -2 | -6 |
| N/C(Cc1ccccc1)=N\OC(=O)c1cccc2ccccc12 | 5 | -1 | -1 | 0.7 | 5 | 0.1 | -7 | -4 | 15 |
| O=C(CN1C(=O)NC2(CCc3ccccc32)C1=O)c1ccccc1 (stereo not drawn) | -5 | 1 | -6 | 0.6 | -2 | -0.9 | -6 | -12 | 4 |
| CC(C)(C)c1ccc(C(=O)O)c(C(=O)c2ccc(C(=O)O)cc2)c1 | 3 | -2 | 3 | 0.2 | -13 | -1.3 | 17 | -13 | -11 |
| COC(=O)c1cccc(NC(=O)CSc2nnc(COc3cccc(C)c3)n2C)c1 | -6 | 5 | -11 | -0.9 | 0 | -1.2 | 11 | -5 | -3 |
| O=C(Cc1ncc(C(F)(F)F)cc1Cl)Nc1cccc(Br)c1 | -11 | -1 | 2 | -0.7 | 33 | 1.6 | -2 | -8 | -15 |
| O=C(c1ccc(F)cc1)N1CCCCC(S(=O)(=O)c2ccccc2)C1=O (stereo not drawn) | -12 | 2 | -2 | -1.1 | -10 | 0.6 | 1 | 5 | -1 |
| COc1ccc(-c2csc(NC(=O)CCn3cnc4ccccc4c3=O)n2)cc1OC | 13 | 10 | -8 | 1.1 | 1 | -0.6 | -9 | -3 | -5 |
| NC(=O)CC(NC(=O)c1ccccc1)c1ccc(N2CCCCCC2)c([N+](=O)[O-])c1 (stereo not drawn) | 3 | 8 | -2 | 0.5 | -4 | -0.3 | 16 | -1 | 10 |
